# CHT inh: human CHT choline transport inhibition | B-score at 10 µM | actives 0.86% (n = 310,000) | CHT-expressing cells, membrane potential dye, choline response; stronger effect = lower value | Q9GZV3;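 active = B-score over 3 SD under the library average, and starting fluorescence ratio not unusually high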;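 note: choline stimulus applied at its EC90 after an EC20 pre-addition; B-score computed on integrated fluorescence ratio after choline addition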
# Target sequence (Q9GZV3 whole entry, looked up): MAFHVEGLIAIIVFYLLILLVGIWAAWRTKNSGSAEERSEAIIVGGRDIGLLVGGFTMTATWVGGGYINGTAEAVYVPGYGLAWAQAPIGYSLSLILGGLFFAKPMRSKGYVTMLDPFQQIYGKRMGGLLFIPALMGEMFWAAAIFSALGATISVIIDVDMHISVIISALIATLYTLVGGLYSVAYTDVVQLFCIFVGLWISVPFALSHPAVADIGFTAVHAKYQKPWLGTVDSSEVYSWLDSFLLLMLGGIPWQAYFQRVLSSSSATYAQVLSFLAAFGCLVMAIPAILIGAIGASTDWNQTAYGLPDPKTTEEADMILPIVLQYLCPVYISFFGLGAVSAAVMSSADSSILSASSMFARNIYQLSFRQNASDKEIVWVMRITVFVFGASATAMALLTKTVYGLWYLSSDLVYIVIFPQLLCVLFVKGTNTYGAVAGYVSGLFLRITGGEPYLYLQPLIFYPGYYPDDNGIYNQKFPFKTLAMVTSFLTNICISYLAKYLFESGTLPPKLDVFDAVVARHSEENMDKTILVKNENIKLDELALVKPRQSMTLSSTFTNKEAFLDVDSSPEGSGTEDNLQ
# CHT allo act: human CHT allosteric activation; actives 0.49% (n = 310,000); CHT-expressing cells, membrane potential dye, choline EC20; stronger effect = higher value; LV-AA mutant CHT in HEK293 cells; Q9GZV3; AID 488977; B-score at 10 µM;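 active = initial fluorescence not abnormally high and integrated response B-score, plate-corrected, over 3 SD above library mean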
# Numbers without * were called inactive; i = inactive.
SMILES,CHT inh,CHT allo act
COc1ccc2c(C)cc(SCC(=O)N(C)C3CCS(=O)(=O)C3)nc2c1 (stereo not given),i,i
CCCCCn1c(C(Cc2ccccc2)NC(=O)COC)nc2ccccc21 (stereo not given),i,i
CCn1nnnc1NC(=O)c1cc(Cl)c(OC)c(Cl)c1,i,i
O=C(COc1ccc(Cl)cc1Br)NNC(=O)C(=O)N1CCCCC1,i,i
CC1=CC(C)(C)n2c(O)c(N=NC(N)=S)c3cccc1c32,i,i
CCn1c2ccccc2c2cc(N=C3SC(CC(=O)Nc4ccccc4OC)C(=O)N3CCOC)ccc21 (stereo not given),i,i
COCCN1C(=NCCCOC(C)C)N[C@@H](c2ccccc2)C(C(=O)OC)=C1C,i,i
Cc1ccc(C(=O)C2CCN(CC(=O)Nc3ccccc3C)CC2)cc1,i,i
CSc1nn2c(C(F)(F)F)cc(C(F)(F)F)nc2c1C(N)=O,i,i
CCCc1[nH]nc2c1C(c1ccccc1OCC)C(C#N)=C(N)O2 (stereo not given),i,i
CCC(NC(=O)c1cccc(Cn2nc(C)c([N+](=O)[O-])c2C)c1)c1ccc(C(C)C)cc1 (stereo not given),i,i
CC(Cc1ccccc1)NC(=S)CN1CCCC1=S (stereo not given),i,i
COc1ccc(C(C(=O)NC2CCCCC2)N(C(=O)c2snc(C(N)=O)c2N)c2ccccc2OC)cc1 (stereo not given),i,i
Cc1ccc(/C=N/NC(=O)c2nnn(-c3nonc3N)c2-c2ccccc2)o1,i,i
Cc1ccccc1NC(=O)C1CCCN(S(=O)(=O)c2ccc(-n3cnnn3)cc2)C1 (stereo not given),i,i
CC1CN(C(=O)Cn2c(C(F)(F)F)nc3ccccc32)CC(C)O1 (stereo not given),i,i
Cc1cccc(NC(=O)Nc2cccc(C#N)c2)n1,i,i
Cc1ccc(S(=O)(=O)N2CCN(S(=O)(=O)c3ccccc3)C2c2ccc(N(C)C)cc2)cc1 (stereo not given),i,i
COc1cccc(/C=C2\SC(=O)N(CCC(=O)N3CCCCC3CCO)C2=O)c1 (stereo not given),i,i
c1ccc(CCNc2ncnc3sccc23)nc1,i,i
COc1cccc(C(=O)COC(=O)c2n[nH]c(=O)c3ccccc23)c1,i,i
COc1ccc(NC(=O)COC(=O)Cc2c(F)cccc2Cl)cc1OC,i,i
CCOC(=O)c1ccccc1NC(=O)CSc1nnc(Cc2cccn2C)n1-c1ccc(C)cc1,i,i
COc1ccc(N(CC(=O)NC2CC3CCC2C3)S(=O)(=O)c2ccc(C)c([N+](=O)[O-])c2)cc1 (stereo not given),i,i
CCc1c(C)sc(NC(=O)c2cc(-c3ccc(OC)c(OC)c3)on2)c1C#N,i,i

# Complete entries as entered above.
# CCCCCn1c(C(Cc2ccccc2)NC(=O)COC)nc2ccccc21 (stereo not given) in the list: CHT inh: i; CHT allo act: i
# c1ccc(CCNc2ncnc3sccc23)nc1 in the list: CHT inh: i; CHT allo act: i

# Four of these compounds in another layout:
# Screens in order: CHT inh	CHT allo act
Cc1cccc(NC(=O)Nc2cccc(C#N)c2)n1
  i	i
Cc1ccccc1NC(=O)C1CCCN(S(=O)(=O)c2ccc(-n3cnnn3)cc2)C1 (stereo not given)
  i	i
CCn1nnnc1NC(=O)c1cc(Cl)c(OC)c(Cl)c1
  i	i
COCCN1C(=NCCCOC(C)C)N[C@@H](c2ccccc2)C(C(=O)OC)=C1C
  i	i

# Other compounds
SMILES,CHT inh,CHT allo act
CCN(CC)CCn1c(OC)cc(=O)[nH]c1=O,i,i
Cn1c(=O)c2c(ncn2CC(=O)Nc2ccc(Cl)cc2Cl)n(C)c1=O,i,i
CCSc1nnc(-c2cccnc2)n1-c1ccc(C)c(Cl)c1,i,i
COc1ccc(C=NC(CO)C(O)c2ccc([N+](=O)[O-])cc2)cc1 (stereo not given),i,i
CC1(C)CC(=O)c2sc(NS(=O)(=O)c3ccc(Cl)cc3)nc2C1,i,i
CCN(CC)CCN1c2ccccc2Sc2ccc3ccccc3c21,i,i
COc1ccccc1/C=C/c1onc(C)c1S(=O)(=O)N1CCC(C(=O)NC2CCCCCC2)CC1,i,i
O=C(CCN1C(=O)C2CC=CCC2C1=O)NC1CCCCC1 (stereo not given),i,i
CCN(C(=O)COC(=O)c1ccccc1NC(=O)c1ccco1)C1CCS(=O)(=O)C1 (stereo not given),i,i
CCN(CC)CCNC(=S)Nc1ccc(Cl)cc1,i,i
NC1=NC(c2cn[nH]c2-c2cccc(F)c2)n2c(nc3ccccc32)N1 (stereo not given),i,i
Cc1[nH]c2ccccc2c1C(=O)COC(=O)c1ccc([N+](=O)[O-])s1,i,i
C#CCOc1c(Cl)cc(/C=C2/C(=O)ON=C2C)cc1OC,i,i
Cc1ccc(N2CC(C(=O)NCc3n[nH]c(=O)c4ccccc34)CC2=O)cc1C (stereo not given),i,i
NC(=O)c1ccc(CN2CCC(Cc3ccccc3)CC2)cc1,i,i
Cc1ccccc1NC(=O)CN(c1ccc(F)cc1)S(C)(=O)=O,i,i
Cc1cc(NC(=O)CSc2nnc(-c3c[nH]c4ccccc34)n2C)no1,i,i
CCC(C)(C)NC(=O)C(c1ccc(OC)cc1)N(C(=O)CCC(=O)Nc1cc(C)on1)c1ccccc1OC (stereo not given),i,i
CC1(C)CC(=O)C2=C(C1)NC(=S)C(C#N)C21CCCCC1 (stereo not given),i,i
O=C(/C=C/c1ccc2c(c1)OCO2)Nc1cc(S(=O)(=O)N2CCOCC2)ccc1N1CCOCC1,i,i
CC(NC(=O)c1ccc(S(=O)(=O)N(C)C)cc1)c1ccc(-n2ccnc2)cc1 (stereo not given),i,i
N#CC1=C(SCc2ccccc2)NC(=O)CC1c1ccco1 (stereo not given),i,i
COc1ccc(-c2ccc(CCC(=O)O)n2CC(=O)Nc2ccccc2C)cc1,i,i
CCOC(=O)c1ccc([N+](=O)[O-])cc1NC(C)=O,i,i
O=C(NCCO)c1nc2ccccc2s1,i,i
# New compounds follow
SMILES,CHT inh,CHT allo act
COc1ccc(-c2nc3ccccc3n2Cc2ccc(C)cc2)cc1,i,i
CC1N/C(=C\C(=O)c2ccccc2)N(O)C1(C)C (stereo not given),i,i
CCOC(=O)c1ccc(N2CCN(c3ccc(F)cc3)CC2)c(NC(=O)Nc2cccc(OC)c2)c1,i,i
O=C(N=Nc1c(O)[nH]c2ccc([N+](=O)[O-])cc12)c1ccccc1[N+](=O)[O-],i,i
Cc1ccc2sc(N(CCCN(C)C)C(=O)c3ccc(S(=O)(=O)N(C)C)cc3)nc2c1C,i,i
CCOc1ccc(N(C)C(=O)CCc2nnc3ccc(N4CCCCC4)nn23)cc1,i,i
Cc1cccc(NC(=O)c2cc([N+](=O)[O-])ccc2Cl)c1O,i,i
CCC(C(=O)NC1CC1)n1nc(C)c2c(C)n(-c3ccc(C)cc3)nc2c1=O (stereo not given),i,i
Cc1cccc(N2C(=O)CC(N3CCC(c4nc5ccccc5[nH]4)CC3)C2=O)c1 (stereo not given),i,i
C=CCSc1nc(C)c(CCC(C)C)c(=O)[nH]1,i,i
CN1CCN(CC(=O)Nc2ccccc2Oc2ccccc2)CC1,i,i
COc1ccc(NC(=O)C2CC(c3ccc(Cl)cc3)=NO2)cc1OC (stereo not given),i,i
CC(NC(=O)c1cccs1)c1nnc(SCc2ccc(Cl)cc2Cl)n1C (stereo not given),i,i
CCC(CC)COC(=O)C(C#N)c1nc2ccccc2nc1N1CCOCC1 (stereo not given),i,i
Cc1cc(C)c2sc(N(CCN(C)C)C(=O)c3c(F)cccc3F)nc2c1,i,i
CN(CC(=O)Nc1ccc(N2CCOCC2)cc1)C(=O)C1CCCC1,-8.3*,i
Cn1c(=O)[nH]c(=O)c2c1nc(N/N=C/c1cccnc1)n2Cc1ccc(Cl)cc1,i,i
Cc1cccc(CCNS(=O)(=O)c2cnc[nH]2)c1,i,i
O=C(NCCN1CCOCC1)C1CC(=O)N(c2ccc(F)cc2)C1 (stereo not given),i,i
Cn1nnnc1SCC(=O)c1ccc2c(c1)OCCO2,i,i
Cn1nc(-c2ccc(Cl)cc2)c2cc(C(=O)N3CCN(C(=O)c4ccco4)CC3)sc21,i,i
CC1(C)CC(=O)C2=C(C1)N(c1ccccc1)C(N)=C(C#N)C2c1ccccc1 (stereo not given),i,i
Cc1sc(/N=C/c2c(O)ccc3ccccc23)c(C#N)c1C,i,i
CC1CCN(C(=O)C2CCN(S(=O)(=O)N3CCC4(CC3)OCCO4)CC2)CC1,i,i
CCN1C(=O)CC(c2ccco2)Sc2ccccc21 (stereo not given),i,i
# The results go on:
SMILES,CHT inh,CHT allo act
CCOC(=O)Cc1nnc(Nc2cccc(C)c2)c2ccccc12,i,i
O=S(=O)(Nc1ccccn1)c1ccc(C2CCCCC2)cc1,i,i
O=C(c1ccccc1Cl)N1CCN(c2ccccn2)CC1,i,i
Cc1ccc(S(=O)(=O)/N=C(/Nc2ccc([N+](=O)[O-])cc2)c2ccccc2)cc1,i,i
Cc1ccc(S(=O)(=O)N2CCN(S(=O)(=O)N3CCOCC3)CC2)cc1,i,i
C=CC[n+]1c(-c2ccc(C)cc2)csc1Nc1c(C)n(C)n(-c2ccccc2)c1=O,i,i
Cc1ccccc1OCc1nnc(SCC(=O)Nc2c(C)n(C)n(-c3ccccc3)c2=O)n1-c1ccccc1,i,i
CCN(CC)CCn1c(=S)[nH]c2cc(C(=O)N3CC(C)CC(C)C3)ccc2c1=O (stereo not given),i,i
CC(=O)Nc1ccccc1-c1nnn(CC(=O)Nc2ccc3c(c2)OCCO3)n1,i,i
CCOC(=O)c1c(NC(=O)CCN2CCOCC2)sc2c1CC(C)(C)OC2,i,i
OCCC1CN(C/C(Cl)=C/c2ccccc2)CCN1C1CCCC1 (stereo not given),i,i
COc1cccc(C(=O)NNC(=O)C(=O)Nc2ccc(C)cc2)c1,i,i
N#Cc1nnn(-c2cc(Cl)cc(Cl)c2)c1N,i,i
COc1c(C(=O)NNC(=O)c2ccccc2Cl)csc1Br,i,i
COc1ccccc1N1CCN(C(=O)C(NS(=O)(=O)c2cccs2)c2ccccc2)CC1 (stereo not given),i,i
COC(=O)Cc1c(C)c2ccc(OCC(=O)N(C)C3CCS(=O)(=O)C3)cc2oc1=O (stereo not given),i,i
O=C(CN1C(=O)S/C(=C\c2ccccc2Cl)C1=O)NCCCn1ccnc1,i,i
CCOC(=O)C1CCN(Cc2nc3ccc(Cl)cc3n2CCO)CC1,i,i
COc1ccccc1NC(=O)c1cc(S(=O)(=O)N2CCCC2)cn1C,i,i
S=C(NC1CCCCC1)N1CCn2cccc2C1c1cccnc1 (stereo not given),i,i
O=C(CSc1nnc(CNc2ccc(F)cc2)n1Cc1ccco1)N1CCOCC1,i,i
COc1ccc(CC(=O)NCc2nnc(SCc3ccc(C)cc3)n2C)cc1,i,i
O=C(Nc1ccccc1Cl)Nc1cccc2cccnc12,i,i
Cc1ccc(C(=O)N/C(=C\c2ccc(-c3ccccc3[N+](=O)[O-])o2)C(=O)NCCCN2CCOCC2)cc1,i,i
CC(C)OC(=O)c1ccc(COC(=O)CNC(=O)c2ccco2)cc1,i,i

# Four of the compounds above, with each value named:
S=C(NC1CCCCC1)N1CCn2cccc2C1c1cccnc1 (stereo not given)
  CHT inh: i
  CHT allo act: i

O=C(CSc1nnc(CNc2ccc(F)cc2)n1Cc1ccco1)N1CCOCC1
  CHT inh: i
  CHT allo act: i

COc1ccc(CC(=O)NCc2nnc(SCc3ccc(C)cc3)n2C)cc1
  CHT inh: i
  CHT allo act: i

O=C(Nc1ccccc1Cl)Nc1cccc2cccnc12
  CHT inh: i
  CHT allo act: i

# The listing continues.
SMILES,CHT inh,CHT allo act
COc1ccc(C(=O)Nc2ccc3c(c2)nc(CCNC(C)=O)n3C)cc1,i,i
O=C(Cc1c(O)c2ccccc2[nH]c1=O)NC1CCCCCC1,i,i
COc1ccc(NC(=O)CN2CCN(CC(=O)Nc3ccccc3F)CC2)cc1OC,i,i
N=c1sccn1CC(=O)Nc1cccc(S(=O)(=O)N2CCCCCC2)c1,i,i
O=C(Nc1ccccc1)N1CCOCC1,i,i
NS(=O)(=O)c1ccc(NC(=O)c2cc(-c3cccs3)nc3ccccc23)cc1,i,i
Cc1ccc(NC(C)c2cc(Cl)ccc2O)cc1 (stereo not given),i,i
O=C(CSc1nnc(COc2ccc(Cl)cc2)o1)N1c2ccccc2CCc2ccccc21,i,i
O=C(O)c1ccc(N2C(=O)CSC2c2cccc([N+](=O)[O-])c2)cc1 (stereo not given),i,i
O=C(CCc1nc(-c2ccccc2Cl)no1)NCC1CCCO1 (stereo not given),i,i
CCOC(=O)COc1ccc2c(c1)C(=O)CC(C)(C)O2,i,i
CCn1cc(Br)c(C(=O)Nc2ccc(F)c(Cl)c2)n1,i,i
CCOC(=O)CSc1ncc(-c2ccccc2)cn1,i,i
COc1cccc(C2CC(c3cccs3)=NN2S(C)(=O)=O)c1 (stereo not given),i,i
O=C(Nn1cnnc1)c1ccc(Br)s1,i,i
C[C@@H]1C=CC(=O)O[C@@H]1c1ccc(Cl)cc1,i,i
O=C(OCC(=O)N1CCN(S(=O)(=O)c2ccc(Cl)cc2)CC1)C1CCC1,i,i
CC(=O)Nc1cc[n+](C(C)C(=O)c2ccc(Br)cc2)cc1 (stereo not given),i,i
CC(/C=C1\SC(=S)N(CCC(=O)Nc2cccc(C(=O)O)c2)C1=O)=C\c1ccccc1,i,i
COc1ccc(N(CC(=O)NCCSCc2ccccc2Cl)S(C)(=O)=O)cc1Cl,i,i
O=C(c1cccc2c1-c1ccccc1/C2=N/O)N1CCCCC1,i,i
Cc1nn(-c2cc(Cl)ccc2Cl)c(C)c1C(=O)O,i,i

# Some of the entries so far, with bars between the fields:
smiles | CHT inh | CHT allo act
O=C(NCCN1CCOCC1)C1CC(=O)N(c2ccc(F)cc2)C1 (stereo not given) | i | i
Cn1nnnc1SCC(=O)c1ccc2c(c1)OCCO2 | i | i

# Source: PubChem BioAssay (Johns Hopkins Ion Channel Center)

# Not a hit list. About 1.5% of those tested had a hit in this group.
